CHO-K1 Ca ag – counter-screen for M1 agonists: effect in parental CHO-K1 cells | AID 602248 | actives 0.48% (n = 360,000) | Fluo-8 calcium fluorescence; scaled to maximal ATP response, vehicle zero | activation, % at 3 µM; in the data active means activation above about 15%;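 further: untransfected CHO-K1 host cells lacking M1 receptor as counterscreen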
CHO-K1 Ca PAM – M1 PAM counterscreen hit in parental CHO-K1 cells. AID 602247. activation, % at 3 µM. ATP EC20, Fluo-8 calcium fluorescence; 0% at ATP EC20, 100% at ATP max. actives 0.02% (n = 360,000);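 active means activation above the run cutoff, the mean activation of all test compounds plus 3 SD, cut at about 40% in these data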;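 further: peak over basal fluorescence ratio in a 140 s read after ATP addition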
M1 ag – human M1 muscarinic receptor agonism; P11229; CHO-K1 hM1, Fluo-8 calcium fluorescence, agonist mode; 0% DMSO, 100% acetylcholine EC100; activation, % at 3 µM; actives 0.33% (n = 360,000); AID 588814;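 active means activation above the run's mean compound activation plus 3 SD, cut at about 16% in these data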;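 further: peak over basal fluorescence ratio within a 140 s kinetic read after compound addition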
CHO-K1 Ca antag – nonselective inhibitor or artifact in parental CHO-K1 cells. ATP-induced calcium, Fluo-8 fluorescence. inhibition, % at 3 µM. actives 0.6% (n = 360,000). AID 602250;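 active means inhibition above a per-plate cutoff, the plate's mean sample inhibition plus 3 SD, cut at about 24% in these data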;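 further: 0% = DMSO plus EC80 ATP and 100% = DMSO alone without ATP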
TAAR1 antag – antagonists of human TAAR1; actives 1.5% (n = 360,000); Q96RJ0; inhibition, % at 3 µM; CHO RD-HGA16 TAAR1, Fluo-8 calcium fluorescence, antagonist;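 active means inhibition above a per-plate cutoff, the mean inhibition of test compounds on that plate plus 3 SD, cut at about 49% in these data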;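 further: 0% = DMSO plus EC80 beta-PEA response and 100% = DMSO alone without agonist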
Target sequence (Q96RJ0 whole entry, looked up): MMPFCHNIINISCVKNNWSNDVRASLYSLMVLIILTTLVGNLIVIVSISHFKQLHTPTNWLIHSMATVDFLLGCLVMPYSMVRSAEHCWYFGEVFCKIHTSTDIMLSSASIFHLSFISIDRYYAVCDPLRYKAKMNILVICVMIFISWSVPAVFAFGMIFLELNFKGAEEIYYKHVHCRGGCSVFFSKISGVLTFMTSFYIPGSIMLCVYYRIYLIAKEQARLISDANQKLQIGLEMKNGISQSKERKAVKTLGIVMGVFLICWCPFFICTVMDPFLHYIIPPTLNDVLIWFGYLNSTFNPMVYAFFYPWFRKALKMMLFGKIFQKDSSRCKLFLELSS
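Material: RD-HGA16 CHO cells with stable hTAAR1 and Gα16; Dosing: single nominal final test compound concentration of 3 µM; Schedule: seeding 17-24 h prior, 75-min 37 °C, 30-min RT dye loading; Detection: kinetic Fluo-8 calcium fluorescence measurement; Measure: % inhibition from peak post-agonist over basal fluorescence ratio; Benchmarks: vehicle and agonist controls.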
TAAR1 ag – agonists of human TAAR1. Q96RJ0. CHO RD-HGA16 TAAR1, Fluo-8 calcium fluorescence; vehicle wells 0%, saturating PEA agonist 100%. activation, % at 3 µM. actives 0.99% (n = 360,000). AID 624467;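 active means activation above the mean activation of all test compounds in the run plus 3 SD, cut at about 38% in these data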
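System: CHO RD-HGA16 cells carrying human TAAR1 plus Gα16; Incubation: 17-24 h seeding, 75 min 37 °C dye, 30 min RT; Measured by: Fluo-8 fluorescence, 5 s baseline then 140 s kinetic read; Control set: DMSO and PEA EC100; Replication: single well for each compound.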
OXTR potentiate – human OXTR potentiation. P30559. actives 0.061% (n = 320,000). activation, % at 3 µM. CHO-OTR cells, Fluo-8 calcium fluorescence, potentiator mode; 0% = oxytocin EC15, 100% = EC100;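 active means activation above that plate's cutoff, the mean activation of tested compounds plus 3 SD, cut at about 6.6% in these data, passing the limit was not always enough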;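 further: 100% uses oxytocin at 75 nM as the full agonist control; some results filed as inactive read as strong as hits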
Target sequence (P30559 whole entry, looked up): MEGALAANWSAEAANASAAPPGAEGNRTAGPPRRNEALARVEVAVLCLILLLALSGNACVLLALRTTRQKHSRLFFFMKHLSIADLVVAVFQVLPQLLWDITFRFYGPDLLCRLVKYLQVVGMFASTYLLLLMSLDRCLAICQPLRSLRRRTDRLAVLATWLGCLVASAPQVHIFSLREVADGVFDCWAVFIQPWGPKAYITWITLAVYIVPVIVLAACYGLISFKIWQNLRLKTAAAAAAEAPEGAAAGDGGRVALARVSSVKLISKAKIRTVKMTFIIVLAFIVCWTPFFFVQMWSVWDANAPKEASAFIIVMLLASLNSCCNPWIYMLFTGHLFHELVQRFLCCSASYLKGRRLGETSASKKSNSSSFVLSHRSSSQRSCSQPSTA
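Material: CHO-OTR cells, human receptor; compound dosing: single dose, 3.0 µM nominal final compound concentration; schedule: 6 min compound pre-incubation at room temperature, 100 s kinetic read; measured by: kinetic Fluo-8 calcium fluorescence; read-out basis: % activation vs EC15 and EC100 oxytocin; controls: EC15 oxytocin alone as 0%, 75 nM oxytocin as 100%; replicates: singlicate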
CHO parental Ca – counter-screen for OX1R antagonists: effect in parental CHO cells. parental CHO-K1, ATP-induced calcium, Fluo-8 fluorescence. inhibition, % at 5.6 µM. actives 0.63% (n = 330,000). AID 463079;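 active means inhibition above that plate's mean sample inhibition plus 3 SD, cut at about 26% in these data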;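 further: 0% = ATP-challenged DMSO wells and 100% = DMSO wells without ATP; some compounds past the cut are filed as inactive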
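material = parental CHO cells | also added = ATP as calcium-mobilizing challenge | dosing = single point at 5.6 µM | detection = intracellular calcium via Fluo-8 no-wash fluorescent dye | read-out = % inhibition | benchmarks = low control ATP plus DMSO, high control DMSO only | repeats = one well per compound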
CHRM1 antagonist – human CHRM1 antagonism. CHO-K1 hM1, Fluo-8 calcium fluorescence, ACh EC80 antagonist. inhibition, % at 3 µM. actives 1.3% (n = 360,000);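 active means percent inhibition above its own plate's cutoff, namely the mean of that plate's compound wells plus 3 SD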;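 further: peak over basal fluorescence ratio during 140 s after agonist addition; 0% = ACh EC80 plus DMSO and 100% = DMSO alone without agonist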
* marks the source's active call; other numbers are inactive results; . = not tested or not shown.

SMILES	CHO-K1 Ca PAM	CHRM1 antagonist	TAAR1 antag	CHO-K1 Ca antag	TAAR1 ag	M1 ag	OXTR potentiate	CHO parental Ca	CHO-K1 Ca ag
CCOC(=O)/C(C#N)=C(/C)c1ccc(OC)cc1	17	-26	-3	-14	2	-3	-7	-17	0.5
c1ccc2c(c1)[nH]c1c(N3CCSCC3)ncnc12	-7	9	13	6	16	0	-25	9	4.0
CC(=O)NCC(=O)OCC(=O)c1ccccc1	9	0	-2	-1	3	-5	0	-7	-0.5
CSc1nnc(-c2ccc(NC(N)=S)cc2)o1	14	-3	4	-12	1	-2	-6	-4	2.9
Cc1nn(Cc2ccccc2)c2c1C(c1ccc(Cl)cc1)C(C#N)=C(N)O2 (stereo not given)	-10	-6	-16	8	4	-1	-2	-12	0.4
CCC(c1nnnn1C(C)(C)C)N1CCN(Cc2ccccc2OC)CC1 (stereo not given)	0	-6	10	-7	6	-6	0	-19	-0.2
CN1N=C(C(C)(C)C)CSC1=Nc1ccccc1	7	-7	-13	-15	13	-4	-1	0	0.1
COC(=O)c1c(-n2c(C)cc(C=O)c2C)sc2c1CCCC2	15	4	72*	-23	41*	-11	3	-11	2.0
CC[C@@H]1CC2=C(C(=O)OC(C)(C)O2)[C@H](c2ccc(Cl)cc2)O1	12	-19	-7	-11	-1	-5	.	.	-0.3
NC(=S)N1N=C(c2ccccc2)CC1=O	-16	-11	-23	-12	6	1	.	.	-0.2
Cc1ccccc1N1CCN(C(=O)c2ccccc2NC(=O)C2CC=CCC2C(=O)O)CC1 (stereo not given)	18	-24	-3	-4	3	-2	-9	-19	1.0
CCOc1cc2[nH]c(=S)n(C3CCN(Cc4ccccc4)CC3)c(=O)c2cc1OCC	0	0	-17	-10	0	-5	-8	-8	0.0
Cc1c(C(=O)OCC(=O)Nc2ccc(N3CCOCC3)cc2)oc2ccccc12	-11	-12	-23	8	1	-5	-11	21	0.3
O=C(N/N=C/c1ccccc1)c1cc(=O)[nH]c2ccccc12	-5	0	3	8	1	-8	0	7	0.3
CC1(C(=O)NCCCN2CCOCC2)Oc2cccnc2NC1=O (stereo not given)	-15	35	-16	3	2	-9	-7	-9	0.3
COc1ccc(CN2CCC(n3nccc3NC(=O)CCOc3ccccc3)CC2)cc1C	14	-7	-16	-4	1	-4	-4	-33	2.7
CC(=O)C1=C(O)C(=O)N(Cc2ccco2)C1c1ccc2c(c1)OCO2 (stereo not given)	9	-7	2	-11	1	-4	0	6	0.7
CC(OC(=O)CCOc1ccccc1)C(=O)Nc1ccc(Cl)cn1 (stereo not given)	-17	-6	-7	4	-1	4	-1	0	-0.1
CCOc1ccc(C(=O)OCC(=O)N2CC(C)OC(C)C2)cc1OCC (stereo not given)	1	-7	6	-14	2	-5	-4	-10	1.1
COCCn1c(C)cc(C(=O)COC(=O)/C=C/c2cccc(OC)c2)c1C	2	-4	3	5	2	-6	-13	-24	1.8
COC(=O)c1nn(-c2ccccc2)c(Sc2ccc(Br)cc2)c1/C=N/O	-8	7	-15	20	0	-1	-5	-30	-0.3
O=C(CC1CC2CCC1C2)N1CCN(S(=O)(=O)c2ccccc2F)CC1 (stereo not given)	-2	-2	7	-14	9	-6	-5	-20	1.0
O=C(NC1CCCC1)C(c1cccs1)N(C(=O)c1ccco1)c1ccc2c(c1)OCO2 (stereo not given)	14	-5	5	-9	1	-3	-5	-18	-0.6
CC12CN3CC(C)(CN(C1)C3c1ccc(Br)cc1O)C2 (stereo not given)	-2	-7	-4	7	4	-3	-12	-4	-0.3
Cn1c(=O)c2cc3c(nc2n(C)c1=O)CC(c1ccccc1)CC3=O (stereo not given)	-3	-10	-42	-2	4	-1	-4	-14	-0.1

A section from further up, for reference:
SMILES	CHO-K1 Ca PAM	CHRM1 antagonist	TAAR1 antag	CHO-K1 Ca antag	TAAR1 ag	M1 ag	OXTR potentiate	CHO parental Ca	CHO-K1 Ca ag
CCOC(=O)/C(C#N)=C(/C)c1ccc(OC)cc1	17	-26	-3	-14	2	-3	-7	-17	0.5
c1ccc2c(c1)[nH]c1c(N3CCSCC3)ncnc12	-7	9	13	6	16	0	-25	9	4.0
CC(=O)NCC(=O)OCC(=O)c1ccccc1	9	0	-2	-1	3	-5	0	-7	-0.5
CSc1nnc(-c2ccc(NC(N)=S)cc2)o1	14	-3	4	-12	1	-2	-6	-4	2.9
Cc1nn(Cc2ccccc2)c2c1C(c1ccc(Cl)cc1)C(C#N)=C(N)O2 (stereo not given)	-10	-6	-16	8	4	-1	-2	-12	0.4
CCC(c1nnnn1C(C)(C)C)N1CCN(Cc2ccccc2OC)CC1 (stereo not given)	0	-6	10	-7	6	-6	0	-19	-0.2
CN1N=C(C(C)(C)C)CSC1=Nc1ccccc1	7	-7	-13	-15	13	-4	-1	0	0.1
COC(=O)c1c(-n2c(C)cc(C=O)c2C)sc2c1CCCC2	15	4	72*	-23	41*	-11	3	-11	2.0
CC[C@@H]1CC2=C(C(=O)OC(C)(C)O2)[C@H](c2ccc(Cl)cc2)O1	12	-19	-7	-11	-1	-5	.	.	-0.3
NC(=S)N1N=C(c2ccccc2)CC1=O	-16	-11	-23	-12	6	1	.	.	-0.2
Cc1ccccc1N1CCN(C(=O)c2ccccc2NC(=O)C2CC=CCC2C(=O)O)CC1 (stereo not given)	18	-24	-3	-4	3	-2	-9	-19	1.0

(further entries)
SMILES	CHO-K1 Ca PAM	CHRM1 antagonist	TAAR1 antag	CHO-K1 Ca antag	TAAR1 ag	M1 ag	OXTR potentiate	CHO parental Ca	CHO-K1 Ca ag
O=C(NCCO)Nc1ccc(Cl)cc1	-17	-6	3	15	2	-1	1	0	0.1
COc1ccc2cc(CO)n(C)c2c1	-1	-2	-12	-2	8	-5	-4	-16	0.0
O=S(=O)(NCc1ccccc1)NCc1ccc(Cl)cc1Cl	1	-7	-12	-16	1	0	-18	-14	0.1
O=C(COC(=O)/C=C/c1ccc(F)cc1)Nc1nnc(-c2ccccc2)o1	10	-6	-3	-8	-2	-1	-7	-10	0.1
Cc1cc(N)ccc1-n1nc2ccccc2n1	15	-11	6	-18	-1	-3	10	-14	0.6
CCCCn1nnnc1-c1nc2ccccc2[nH]c1=O	11	.	8	-17	0	.	.	.	0.3
C=C(C)C1CC=C(C)/C(=N/NC(=O)C2CC2c2ccccc2)C1 (stereo not given)	12	0	-5	-10	7	-4	-13	-6	0.6
CCOc1ccc(-n2cnnn2)cc1S(=O)(=O)NCc1ccccc1	7	0	-6	-10	6	-5	-1	-5	0.8
COc1ccc(NC(=O)C2C(=O)N(CCO)C3(C)CC2c2ccccc2O3)cc1 (stereo not given)	11	-9	6	-9	2	-2	-5	-15	0.3
O=C(NC1CCCCC1)C1CCCN(S(=O)(=O)c2cccc3cccnc23)C1 (stereo not given)	19	-6	-17	-18	1	-3	-3	-14	1.5
CCCCNCCCOc1ccc(C)cc1Br	-6	3	0	5	29	-7	-16	-12	0.5
CCc1ccc(N2C(=O)c3ccc4c5c(ccc(c35)C2=O)CC4)cc1	7	-8	-3	-9	13	-3	-15	-17	-0.1
Cc1cc(C)c(C(N)=O)c(SCC(=O)c2ccc(Cl)cc2)n1	19	1	-25	-6	2	-4	-9	-18	3.0
CCOc1ccccc1NC(=O)NC1(C(=O)N2CCOCC2)CCCCC1	18	-8	8	-7	5	-4	-13	-4	1.0
Cn1cccc1/C=N/n1c(-c2ccc(C(C)(C)C)cc2)n[nH]c1=S	-1	5	52*	0	26	-4	-14	2	0.3
Cc1cc(C(=O)NNC(=O)Nc2ccccc2)no1	25	-8	-6	-18	7	-2	0	-4	2.3
CC(C)C(N)c1csc(Nc2ccc(S(C)(=O)=O)cc2)n1 (stereo not given)	16	-8	-10	-3	3	1	.	.	0.4
Cc1cc(N2CCOCC2)nc(-c2ccc(Br)cc2)n1	-5	-2	-16	1	3	-8	-5	-9	0.5
Cc1cnc(C(=O)Nc2cc(S(=O)(=O)N3CCOCC3)ccc2N2CCN(C)CC2)cn1	-3	-7	3	0	3	-10	-5	-8	0.0
O=C(NNc1cc(Cl)cc(Cl)c1)C1CCC1	-19	11	-15	5	0	-2	0	-6	0.1
Cc1ccc(S(=O)(=O)N(C)C)cc1NS(=O)(=O)c1ccc(Cl)s1	-8	9	-7	0	0	0	-14	-7	1.0
N#CCCN(C(=S)Nc1ccc(S(=O)(=O)N2CCOCC2)cc1)c1ccccc1F	2	-2	-30	-14	5	-4	.	.	1.2
COc1cccc(NC(=O)CN(c2cccc(OC)c2)S(C)(=O)=O)c1	-1	-3	3	0	5	0	-5	-17	0.2
CCCCN(C(=O)CN1C(=O)C2CCCCC2C1=O)c1c(N)n(Cc2ccccc2)c(=O)[nH]c1=O (stereo not given)	-11	3	1	8	0	-1	-4	-1	0.4

Profiles, quoted from the list. Order of values: CHO-K1 Ca PAM | CHRM1 antagonist | TAAR1 antag | CHO-K1 Ca antag | TAAR1 ag | M1 ag | OXTR potentiate | CHO parental Ca | CHO-K1 Ca ag
O=C(CC1CC2CCC1C2)N1CCN(S(=O)(=O)c2ccccc2F)CC1 (stereo not given) is listed as -2 | -2 | 7 | -14 | 9 | -6 | -5 | -20 | 1.0
O=C(NC1CCCC1)C(c1cccs1)N(C(=O)c1ccco1)c1ccc2c(c1)OCO2 (stereo not given) is listed as 14 | -5 | 5 | -9 | 1 | -3 | -5 | -18 | -0.6
